ROC1-CUL1 inh = blocks human RBX1-Cullin-1 di-ubiquitin formation; hit rate 0.6% among 140,000; inhibition, % at 10 µM; P62877+Q13616; in vitro K48 di-Ub FRET, acceptor:donor ratio, 45 min; in the data active means inhibition above about 25%
* hit, by the source's call. Not all compounds are listed; rates above refer to the full screens.

SMILES	ROC1-CUL1 inh
CCC[C@H](N[C@@H](CCC)[C@H](O)c1ccccc1)[C@H](O)c1ccccc1	-9
CCN1CCc2nc3sc(C(N)=O)c(N)c3cc2C1	2
Cc1ccccc1-n1nnnc1C1(N(C)O)CCCCC1	4
Cc1ccccc1C1(O)CCN(CCOC(c2ccc(F)cc2)c2ccc(F)cc2)CC1	-5
COc1ccc(Oc2cc(NC(=O)c3nn(C)cc3[N+](=O)[O-])cc([N+](=O)[O-])c2)cc1	-5
CCOC(=O)c1c[nH]c(=S)n1C(C)c1ccccc1 (stereo unspecified)	-4
Cc1ccsc1C(=O)C1CCCN(Cc2ccccn2)C1 (stereo unspecified)	-10
CCN(CC)C(=O)c1ccc(NC(=O)c2ccc(-c3nn(C)c(=O)c4ccccc34)cc2)cc1	2
N#Cc1cc2c(nc1SCCC(=O)c1ccc(F)cc1)C1CCN2CC1	-7
Cc1ccc2[nH]c3c(c2c1)CCCC3NC(C)Cc1ccccc1 (stereo unspecified)	2
CC(C)CNC1COc2ccccc2C1 (stereo unspecified)	-4
Cc1ccc2nsnc2c1-n1c(C)nc2ccccc2c1=O	4
CCCCC12CN3CCN(CC(C3)/C1=N/O)C2	-1
N=C1Oc2c(c(=O)oc3ccccc23)C2(C(=O)Nc3ccc(Br)cc32)C1C(=O)OCc1ccccc1 (stereo unspecified)	6
CCCCOC(=O)c1cc(-c2ccc(C=C3C(=O)NC(=O)NC3=O)o2)ccc1Cl	98*
N#CC1C(=N)Oc2c(c(=O)oc3ccccc23)C1c1cccnc1 (stereo unspecified)	-4
COC(=O)C1C(=N)Oc2c(c(=O)oc3ccccc23)C1c1cccnc1 (stereo unspecified)	-9
CN1CCN(c2ccc(C(F)(F)F)cn2)CC1	-2
S=C1CN=C(c2ccccc2Cl)c2cc(Cl)ccc2N1	3
CNC(C)Cc1ccc(OCCN2CCCC2)cc1 (stereo unspecified)	-6
OP1(O)=NP(O)(O)=NP(O)(O)=NP(O)(O)=N1	3
CCn1cc(C(=O)O)c(=O)c2cc(F)c(N3CCNCC3)c(F)c21	-17
COc1cccc(CNC2CN3CCC2CC3)c1OC (stereo unspecified)	-6
CN1CCC(C(O)(c2ccccc2)c2ccccc2)CC1	6
Cc1cc(C)cc(-n2c(=O)[nH]c3ccccc3c2=O)c1	-4
CC1CCOC(CBr)(c2cc(OC(=O)N(C)C)cc(OC(=O)N(C)C)c2)O1 (stereo unspecified)	3
Cn1ncc(N=[N+]=[N-])c(Cl)c1=O	-11
CN1CCCC1CCOC1c2ccccc2CCc2ccccc21 (stereo unspecified)	5
COc1ccc(OC)c(CNC(=O)c2cn(CC3CCCO3)nn2)c1 (stereo unspecified)	1
COc1ccc(N(C)[N+](=O)[O-])cc1	-4
CCN(CC)C(=O)c1ccc2c(c1)C1C=CCC1C(c1ccc(Cl)cc1Cl)N2 (stereo unspecified)	0
CCOC(=O)C1C(=N)Oc2c(c(=O)oc3ccccc23)C1c1ccc(OC)cc1 (stereo unspecified)	-5
CN(C)CCSC1c2ccccc2CSc2ccccc21 (stereo unspecified)	12
CCOC(=O)c1c(C)n(Cc2ccc(OC)c(OC)c2)c2c1cc(O)c1ccccc12	1
CCCC(=O)N(C1=CC2CCC(C1)N2C)c1ccccc1 (stereo unspecified)	3
Cc1ccccc1-n1c(/C=C/c2ccc(O)cc2)nc2ccccc2c1=O	4
O=C1O[C@@H]2CN(C3CSCCSC3)C[C@@H]2N1CCc1ccccn1	-3
CN1CCN(c2nnc3n2-c2ccc(Cl)cc2C(c2ccccc2)NC3)CC1 (stereo unspecified)	-6
COc1cc(C=C2C(=O)NC(=S)NC2=O)ccc1OCc1ccc(F)cc1	-5
COc1ccc(NC(=O)CN2C(=O)C(C)N=C(c3ccccc3)c3ccccc32)cc1OC (stereo unspecified)	-8
O=C(O)C1Nc2ccc(Cl)cc2C2C(Cl)C(Sc3ccccc3[N+](=O)[O-])CC12 (stereo unspecified)	14
N#CC(C#N)=Cc1ccccc1OCC(N)=O	3
Cc1ccc(NC(=O)CN2CC(c3ccccc3)CC2=O)cc1C (stereo unspecified)	4
Cc1c[n+](C)c(C)cc1-c1ccccc1	-2
CC1=C(C(=O)OC(C)C)C2(C(=O)Nc3ccc(C)cc32)C(C#N)C(=N)O1 (stereo unspecified)	3
CN1CCN(c2n[nH]c(N)n2)CC1	-12
C#CCNC1CCCCC1	-2
Nc1c(C(=O)Nc2ccc(Br)cc2F)sc2nc3c(cc12)N1CCC3CC1	6
Cc1ccc2n(C)c(-c3ccc(OC(=O)N(C)C)cc3)c[n+]2c1	1
Cc1cc(C=C2C(=O)NC(=S)NC2=O)c(C)n1-c1cccc(C(F)(F)F)c1	26*
O=C(CSC1c2ccccc2-c2ccccc21)N/N=C/c1ccccc1C(=O)O	5

Part of the list above in another layout.
| compound | ROC1-CUL1 inh |
| --- | --- |
| COc1ccc(OC)c(CNC(=O)c2cn(CC3CCCO3)nn2)c1 (stereo unspecified) | 1 |
| COc1ccc(N(C)[N+](=O)[O-])cc1 | -4 |
| CCN(CC)C(=O)c1ccc2c(c1)C1C=CCC1C(c1ccc(Cl)cc1Cl)N2 (stereo unspecified) | 0 |
| CCOC(=O)C1C(=N)Oc2c(c(=O)oc3ccccc23)C1c1ccc(OC)cc1 (stereo unspecified) | -5 |
| CN(C)CCSC1c2ccccc2CSc2ccccc21 (stereo unspecified) | 12 |
| CCOC(=O)c1c(C)n(Cc2ccc(OC)c(OC)c2)c2c1cc(O)c1ccccc12 | 1 |
| CCCC(=O)N(C1=CC2CCC(C1)N2C)c1ccccc1 (stereo unspecified) | 3 |
| Cc1ccccc1-n1c(/C=C/c2ccc(O)cc2)nc2ccccc2c1=O | 4 |
| O=C1O[C@@H]2CN(C3CSCCSC3)C[C@@H]2N1CCc1ccccn1 | -3 |
| CN1CCN(c2nnc3n2-c2ccc(Cl)cc2C(c2ccccc2)NC3)CC1 (stereo unspecified) | -6 |
| COc1cc(C=C2C(=O)NC(=S)NC2=O)ccc1OCc1ccc(F)cc1 | -5 |
| COc1ccc(NC(=O)CN2C(=O)C(C)N=C(c3ccccc3)c3ccccc32)cc1OC (stereo unspecified) | -8 |
| O=C(O)C1Nc2ccc(Cl)cc2C2C(Cl)C(Sc3ccccc3[N+](=O)[O-])CC12 (stereo unspecified) | 14 |
| N#CC(C#N)=Cc1ccccc1OCC(N)=O | 3 |
| Cc1ccc(NC(=O)CN2CC(c3ccccc3)CC2=O)cc1C (stereo unspecified) | 4 |
| Cc1c[n+](C)c(C)cc1-c1ccccc1 | -2 |
| CC1=C(C(=O)OC(C)C)C2(C(=O)Nc3ccc(C)cc32)C(C#N)C(=N)O1 (stereo unspecified) | 3 |
| CN1CCN(c2n[nH]c(N)n2)CC1 | -12 |
| C#CCNC1CCCCC1 | -2 |
| Nc1c(C(=O)Nc2ccc(Br)cc2F)sc2nc3c(cc12)N1CCC3CC1 | 6 |
| Cc1ccc2n(C)c(-c3ccc(OC(=O)N(C)C)cc3)c[n+]2c1 | 1 |
| Cc1cc(C=C2C(=O)NC(=S)NC2=O)c(C)n1-c1cccc(C(F)(F)F)c1 | 26* |

Screening results as filed in PubChem BioAssay.
